# M18AAP inhibitor – blocks P. falciparum M18 aspartyl aminopeptidase; recombinant PfM18AAP, H-Glu-NHMec fluorogenic cleavage; inhibition, % at 7.35 µM; hit rate 1.2% among 290,000;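 active means inhibition above the campaign mean inhibition over all tested compounds plus 3 SD, cut at about 28% in these data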;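 further: 0% = plate median of test compound wells and 100% = 2 mM ZnCl2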
# GalR3 antag – blocks the human galanin receptor 3. HEK293 GalR3-CNG cAMP membrane potential fluorescence; galR3 body fused to GalR1 C-terminus. inhibition, % at 3 µM. hit rate 0.44% among 360,000;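 active means inhibition above the screen-wide average plus 3 SD, cut at about 13% in these data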;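 further: forskolin and galanin both at EC90 stimulate the cells; cAMP rise reported by CNG channel membrane potential dye signal; 0% = forskolin plus galanin with DMSO and 100% = forskolin alone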
# Target sequence (O60755 1-299 limits assumed): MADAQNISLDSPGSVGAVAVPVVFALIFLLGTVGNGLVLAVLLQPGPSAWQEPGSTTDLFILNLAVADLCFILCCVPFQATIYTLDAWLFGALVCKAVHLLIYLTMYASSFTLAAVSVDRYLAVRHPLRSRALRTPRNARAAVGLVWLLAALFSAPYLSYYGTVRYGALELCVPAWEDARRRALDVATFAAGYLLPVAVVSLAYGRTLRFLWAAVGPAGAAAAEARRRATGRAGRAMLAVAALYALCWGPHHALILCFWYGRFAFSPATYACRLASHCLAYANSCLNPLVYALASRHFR
# MEKK2wt PB1 HTS – raises or lowers MEK5 binding to wildtype human MEKK2 PB1 domain; binding response (% of control), % at 10 µM; bead flow cytometry, Alexa488-MEK5 binding to MEKK2 WT; actives lie on both sides; AID 1531; Q9Y2U5; hit rate 1.1% among 290,000; in the data active means binding response below about 67% or above about 130%
# V1R ag counter – counter-screen for oxytocin receptor agonists: human V1a receptor agonists; P37288; CHO-V1R cells, Fluo-8 calcium fluorescence, agonist mode; 0% DMSO, 100% 3 nM vasopressin; activation, % at 3 µM; hit rate 0.25% among 320,000;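 active means activation above the mean activation of all tested compounds plus 3 SD, per screening run, cut at about 20% in these data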;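 further: signal is peak over basal fluorescence ratio across a 100 second FLIPR read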
# Target sequence (P37288 whole entry, looked up): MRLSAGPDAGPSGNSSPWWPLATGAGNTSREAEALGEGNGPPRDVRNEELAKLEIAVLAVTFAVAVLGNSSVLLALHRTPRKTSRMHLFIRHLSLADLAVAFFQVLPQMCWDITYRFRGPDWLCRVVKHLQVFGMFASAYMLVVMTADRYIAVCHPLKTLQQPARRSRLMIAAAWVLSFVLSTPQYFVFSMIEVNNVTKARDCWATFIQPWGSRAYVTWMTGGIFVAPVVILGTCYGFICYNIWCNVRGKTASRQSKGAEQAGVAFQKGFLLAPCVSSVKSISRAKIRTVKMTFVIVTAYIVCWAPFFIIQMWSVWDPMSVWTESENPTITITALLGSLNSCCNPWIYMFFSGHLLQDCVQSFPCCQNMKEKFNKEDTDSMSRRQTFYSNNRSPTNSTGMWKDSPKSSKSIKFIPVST
# OXTR potentiator – potentiators of human oxytocin receptor. AID 2445. hit rate 0.061% among 320,000. CHO-OTR cells, Fluo-8 calcium fluorescence, potentiator mode; 0% = oxytocin EC15, 100% = EC100. P30559. activation, % at 3 µM;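 active means activation above that plate's cutoff, the mean activation of tested compounds plus 3 SD, cut at about 6.6% in these data, passing the limit was not always enough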;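 further: 100% uses oxytocin at 75 nM as the full agonist control; some results filed as inactive read as strong as hits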
# Target sequence (P30559 whole entry, looked up): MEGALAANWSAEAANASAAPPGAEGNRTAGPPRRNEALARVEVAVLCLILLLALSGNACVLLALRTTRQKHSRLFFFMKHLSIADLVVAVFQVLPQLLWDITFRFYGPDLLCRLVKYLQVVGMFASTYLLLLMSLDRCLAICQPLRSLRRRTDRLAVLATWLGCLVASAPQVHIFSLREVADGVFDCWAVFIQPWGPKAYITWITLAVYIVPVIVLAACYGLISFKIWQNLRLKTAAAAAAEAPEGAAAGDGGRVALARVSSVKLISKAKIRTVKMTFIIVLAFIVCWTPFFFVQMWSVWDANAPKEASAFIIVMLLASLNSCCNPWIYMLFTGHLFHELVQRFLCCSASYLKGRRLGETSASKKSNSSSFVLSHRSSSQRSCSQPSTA
#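 Dosing: Single dose, 3.0 µM nominal final compound concentration | Material: Human OTR in CHO cells | Technique: Kinetic Fluo-8 calcium fluorescence | Benchmarks: EC15 oxytocin alone as 0%, 75 nM oxytocin as 100% | Probe or stimulus: Oxytocin at about EC15, sub-maximal agonist stimulus | Incubation: Compound 6 min at room temperature before oxytocin, 100 s read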
# GPR7 antag – antagonists of human GPR7 (neuropeptides B/W receptor 1). hit rate 1.1% among 290,000. GPR7-expressing cells, fluorescence antagonist assay. P48145. AID 1861. inhibition, % at 4.4 µM; in the data active means inhibition above about 16%, passing the limit was not always enough;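 further: cells stimulated with the agonist NPW; 0% = agonist with vehicle and 100% = vehicle without agonist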
# OXTR agonist – activates the human oxytocin receptor | P30559 | CHO-OTR cells, Fluo-8 calcium fluorescence; normalized: DMSO 0%, oxytocin 100% | activation, % at 3 µM | hit rate 0.32% among 320,000 | AID 2435;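 active means activation above the mean of all tested compounds plus 3 SD, cutoff set per screening run, cut at about 20% in these data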;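 further: peak over basal fluorescence ratio from a 100 s FLIPR kinetic read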
# NALP1 inh – blocks the NALP1 inflammasome reconstituted in yeast; S. cerevisiae NALP1/ASC/caspase-1 growth, X-gal OD620, 72 h; inhibition, % at 10 µM; hit rate 0.61% among 280,000; in the data active means inhibition mostly above about 24%, no sharp cut-off; inactive means mostly below about 32%; further: some compounds called inactive have numbers as strong as hits
# MEKK2 mut-MEK5 – signal of MEK5 binding to mutant human MEKK2 PB1 domain. AID 1530. percent response, % at 10 µM. bead flow cytometry, Alexa488-MEK5 binding to MEKK2 mutant. hit rate 0.35% among 290,000; in the data active means percent response above about 24%, passing the limit was not always enough; further: inactives centre near 1; some results filed as inactive read as strong as hits
# Numbers without * were called inactive; · = no result given. The order is random; any-hit rate near 4.1%.
SMILES,M18AAP inhibitor,GalR3 antag,MEKK2wt PB1 HTS,V1R ag counter,OXTR potentiator,GPR7 antag,OXTR agonist,NALP1 inh,MEKK2 mut-MEK5
COc1ccccc1NS(=O)(=O)c1ccc(NN=C2CCCCC2)c([N+](=O)[O-])c1,3,-11,95,3.8,-8,0,2.7,22,-4
O=C(Nc1ccon1)c1ccc(Cl)s1,-1,-5,98,0.0,1,-11,-1.4,30,4
COC(=O)c1ccc(C(=O)OC)c(NC(=O)CSCC(=O)O)c1,4,-4,77,0.9,-6,12,1.1,6,-15
CC1CCN(C(=O)CSc2nc3c(cnn3-c3ccccc3)c(=O)[nH]2)CC1,-3,5,88,-0.5,-6,1,-0.7,9,-13
CC1CCCC(NC(=O)COC(=O)Cc2ccc(Cl)cc2)C1C (configuration not stated),·,-1,·,-0.9,-9,·,-2.3,·,·
COc1ccc(OC)c(S(=O)(=O)Nc2cccc(O)c2)c1,·,-8,·,0.3,-8,·,1.4,·,·
O=c1cc(CCl)nc2scc(-c3ccccc3)n12,7,-1,100,0.6,-5,-11,0.3,-14,4
COc1cc(C(=O)NCCN2CCCC2)cc(OC)c1OC,-2,-2,105,1.1,-5,-4,0.7,-10,5
O=C1C(=O)N(O)C2CCCCC2N1O (configuration not stated),-3,-2,105,-0.1,-7,-7,-1.5,24,3
O=C(Nc1ccc(N2CCCCC2)cc1)c1ccc(F)cc1F,5,-3,96,0.8,-1,-8,-1.6,14,-1
CC(=NNC(=O)c1ccc2nc[nH]c2c1)c1ccc(Br)cc1,·,-6,·,0.3,-4,·,-0.1,·,·
O=C(Nc1nc2cc3c(cc2s1)OCO3)c1ccco1,4,-9,89,·,·,0,·,·,-8

# Molecules shown so far that have a halogen, in the order listed:
SMILES,M18AAP inhibitor,GalR3 antag,MEKK2wt PB1 HTS,V1R ag counter,OXTR potentiator,GPR7 antag,OXTR agonist,NALP1 inh,MEKK2 mut-MEK5
O=C(Nc1ccon1)c1ccc(Cl)s1,-1,-5,98,0.0,1,-11,-1.4,30,4
CC1CCCC(NC(=O)COC(=O)Cc2ccc(Cl)cc2)C1C (configuration not stated),·,-1,·,-0.9,-9,·,-2.3,·,·
O=c1cc(CCl)nc2scc(-c3ccccc3)n12,7,-1,100,0.6,-5,-11,0.3,-14,4
O=C(Nc1ccc(N2CCCCC2)cc1)c1ccc(F)cc1F,5,-3,96,0.8,-1,-8,-1.6,14,-1
CC(=NNC(=O)c1ccc2nc[nH]c2c1)c1ccc(Br)cc1,·,-6,·,0.3,-4,·,-0.1,·,·

# The list goes on:
SMILES,M18AAP inhibitor,GalR3 antag,MEKK2wt PB1 HTS,V1R ag counter,OXTR potentiator,GPR7 antag,OXTR agonist,NALP1 inh,MEKK2 mut-MEK5
O=C(Cn1cc([N+](=O)[O-])cn1)NCc1ccccc1,-4,-1,109,-0.2,-3,-8,-0.5,19,2
Nc1c(C(=O)Nc2ccccc2)sc2nc3c(c(-c4ccco4)c12)CCC3,8,-2,93,0.2,-6,-4,-0.8,1,3
O=C(O)c1cc(Cl)c(Cl)cc1C(=O)Nc1cccc2cccnc12,3,0,100,-0.1,1,-9,0.9,16,0
COc1ccccc1NC(=O)c1cc2c(CO)cnc(C)c2oc1=Nc1cccc(C(N)=O)c1,-5,-7,100,0.8,-3,-9,0.7,6,0
COc1ccccc1N1CCN(C2CCCN(C(=O)c3cc(C)oc3C)C2)CC1 (configuration not stated),-3,2,100,-0.1,-2,-23,-1.0,15,-1
CCCc1ccc(-c2ccc(C(=O)O)cc2)nc1,-14,-4,96,0.2,4,-5,1.5,24,1
CCn1c(SCC(=O)Nc2ccc(Cl)cc2)nnc1C1CC1,-1,1,105,-0.1,2,-8,0.4,24,-1
CC(C)Cn1c(N)c(C(=O)COC(=O)c2cccc(Cl)c2)c(=O)n(C)c1=O,-5,-1,96,8.8,-6,14,8.1,-10,-6
CCN(CC)S(=O)(=O)c1ccc2c(c1)nc(CCC(=O)OCC(=O)Nc1cc(OC)cc(OC)c1)n2C,1,-2,95,2.5,-7,-7,-0.4,25,-2
Cc1ccc(/C=C2/C(=O)N(c3ccccc3)C(=S)N2C)o1,-46,-1,105,-0.7,-5,-3,-2.0,24,0
O=C1C2ON(c3ccccc3)C(c3ccncc3)C2C(=O)N1c1ccccc1 (configuration not stated),7,-4,94,0.8,-7,-1,3.0,8,-5
CCCn1c(NCc2ccc(N(C)C)cc2)nc2ccccc21,-1,-2,112,2.0,-2,2,-0.2,-17,10

# Looked up above:
# O=C1C2ON(c3ccccc3)C(c3ccncc3)C2C(=O)N1c1ccccc1 (configuration not stated) in GalR3 antag → -4
# CC(C)Cn1c(N)c(C(=O)COC(=O)c2cccc(Cl)c2)c(=O)n(C)c1=O in MEKK2 mut-MEK5 → -6
# CCCn1c(NCc2ccc(N(C)C)cc2)nc2ccccc21 in GPR7 antag → 2

# Fetched one by one from the list above:
SMILES,M18AAP inhibitor,GalR3 antag,MEKK2wt PB1 HTS,V1R ag counter,OXTR potentiator,GPR7 antag,OXTR agonist,NALP1 inh,MEKK2 mut-MEK5
CCCn1c(NCc2ccc(N(C)C)cc2)nc2ccccc21,-1,-2,112,2.0,-2,2,-0.2,-17,10
CC(C)Cn1c(N)c(C(=O)COC(=O)c2cccc(Cl)c2)c(=O)n(C)c1=O,-5,-1,96,8.8,-6,14,8.1,-10,-6
COc1ccccc1NC(=O)c1cc2c(CO)cnc(C)c2oc1=Nc1cccc(C(N)=O)c1,-5,-7,100,0.8,-3,-9,0.7,6,0

# (listing goes on)
SMILES,M18AAP inhibitor,GalR3 antag,MEKK2wt PB1 HTS,V1R ag counter,OXTR potentiator,GPR7 antag,OXTR agonist,NALP1 inh,MEKK2 mut-MEK5
CC(C)n1nnnc1SCC(=O)c1c(N)n(C2CC2)c(=O)[nH]c1=O,·,1,·,1.0,3,·,1.3,·,·
O=c1c(-c2ccc(Cl)cc2)[n+]([O-])c2ccccc2n1O,3,-2,99,-0.8,-4,-13,0.6,-18,11
O=C(CCC(=O)N1CCN(S(=O)(=O)c2ccc(Cl)cc2)CC1)NC1CCCc2ccccc21 (configuration not stated),-12,0,105,3.1,-13,1,5.2,0,5
C=CCN1C2CCCC1CC(NC(=O)Nc1cc(C)cc(C)c1)C2 (configuration not stated),-1,-5,117,0.1,-4,-4,2.1,12,15
Cc1ccc(S(=O)(=O)Oc2ccccc2/C=N/NC(=O)c2c(Cl)cnn2C)cc1,-8,-3,99,6.0,-21,-16,5.3,16,-3
Cc1ccc(SCC(=O)OCC(=O)NCCNC(=O)COC(=O)CSc2ccc(C)c(C)c2)cc1C,·,-4,·,9.2,-18,·,3.7,·,·
Oc1ccccc1-c1cc(-c2ccc3c(c2)OCCO3)n[nH]1,0,-3,·,4.8,-7,-7,4.8,10,·
O=C(O)C/C(=C\c1ccc2c(c1)OCO2)c1nc2ccccc2s1,9,-3,106,-0.2,-3,-7,1.2,12,4
CCOC(=O)c1c(C)n(C)c2ccc(OC)c(NS(=O)(=O)c3ccc(Cl)s3)c12,0,-6,98,-0.3,-3,-14,0.0,9,1
O=C(COc1ccccc1Cl)OCC(=O)N1CCN(S(=O)(=O)c2ccccc2)CC1,-7,-3,96,0.5,-10,4,-0.4,15,1
CC(C(=O)NCc1ccccc1)n1cc([N+](=O)[O-])cn1 (configuration not stated),0,-11,102,0.1,-7,2,-0.8,0,4
Cc1[nH]c2ccccc2c1C(O)CN1CCN(c2cccc(C(F)(F)F)c2)CC1 (configuration not stated),16,-5,125,6.4,-9,-5,12,9,8
CCOc1cccc(CN(CC)CC2CCCN(CCc3cccc(OC)c3)C2)c1O (configuration not stated),5,-10,116,0.1,-5,-5,0.1,25,6
NC(=O)COC(=O)c1cccc(S(=O)(=O)N2CCCc3ccccc32)c1,-13,-4,·,3.4,-17,4,1.1,-4,·
O=C(COC(=O)C1CCC1)NCCc1ccc(Cl)cc1Cl,-3,1,88,-0.2,-9,-12,-1.7,14,-12
CCn1cc(C(=O)N2CCN(c3ccc(OC)cc3)CC2)c(=O)c2cc(S(=O)(=O)N3CCCCC3)ccc21,-7,-8,82,0.4,-6,-12,-0.3,15,-11
O=C(Nc1ccc(N2CCCC2)c(Cl)c1)c1cccc(-c2cc3ccccc3oc2=O)c1,4,-2,108,-0.7,-4,-10,-0.4,38,11
O=c1nc2ccccc2c2n1CC(CN1CCN(Cc3ccccc3)CC1)N2 (configuration not stated),1,-5,103,5.7,-8,-11,-1.0,3,1
Cc1cc(OCC(=O)NC2CCN(C)CC2)ccc1[N+](=O)[O-],-1,-1,96,0.9,-6,-4,0.7,11,0
CC(=O)c1cc2c(cc1NC(=O)CN1CCOCC1)OCO2,-1,-2,97,0.9,0,-9,0.1,6,0
COc1ccc(S(=O)(=O)CC(=O)c2cc(C)c(O)c(C)c2)cc1,1,-12,103,5.2,-8,10,3.7,15,2
COc1ccc([C@@H]2CC=C(C(=O)O)[C@H](c3ccc(C(C)(C)C)cc3)N2S(=O)(=O)c2ccc(C)cc2)cc1OC,·,-6,·,0.6,-5,·,-0.2,·,·
CCc1cccc(OCCn2nc(C(=O)O)c3ccccc3c2=O)c1,-6,-1,99,0.2,-5,-1,-1.7,7,-2
COc1ccc(Cc2noc(CN3CCN(Cc4cccc(Cl)c4)CC3)n2)cc1OC,-4,-3,109,4.9,-10,-6,4.7,19,15
CCOc1ccc(C2C(C#N)=C(N)N(c3sc4c(c3C#N)CCCC4)C3=C2C(=O)CCC3)cc1 (configuration not stated),-1,-4,95,1.5,-11,-7,1.1,6,-2
COc1ccc(-n2c(SCC(=O)c3c(N)n(C)c(=O)n(C)c3=O)nc3ccccc32)cc1,2,-1,106,0.4,-5,1,0.4,8,1
NC1=NC(=O)/C(=C/c2cn(CCC(=O)O)nc2-c2ccc(F)cc2)S1,-7,-1,111,1.0,6,-13,0.1,20,1
CCCCc1cc(=O)oc2cc(OC(C)C(=O)NCCN3CCOCC3)c(Cl)cc12 (configuration not stated),0,-2,101,-0.7,-7,5,-0.9,25,-4
Cn1ccnc1SCC(=O)NCC(=O)Nc1ccc(F)c(F)c1F,·,-2,·,2.2,-3,·,1.8,·,·
CC(=O)COc1cccc2ccc(/C=C/c3ccc(Br)s3)nc12,1,-11,99,-0.9,-1,-10,-2.1,28,11
O=C(CN1CCCc2ccccc21)N/N=C/c1ccccc1O,6,-1,101,1.5,-3,0,1.6,21,2
Cc1cc(C)c2c(=O)n(CC(=O)NC3CCCC3)sc2n1,56*,-10,102,4.3,-2,-9,4.0,27,5
COc1ccc(OC)c(N=c2ssnc2Cl)c1,19,0,98,-0.6,-4,5,-1.1,-9,-2
CC1=C(C#N)C(c2cccnc2)C2=C(CC(c3ccc(Cl)cc3)CC2=O)N1 (configuration not stated),5,-10,102,-1.1,-5,10,-0.9,-12,5
Cc1[nH]cnc1CSCc1ccc(Cl)cc1,5,-2,89,2.4,-6,9,4.1,33,-6
O=C(Nc1ccccc1)Nc1ccc(F)cc1F,1,-6,94,2.1,-14,0,-0.6,38,-6
CCOC(=O)C(CC)n1cnc2c(cnn2-c2ccc(Cl)cc2)c1=O (configuration not stated),3,-2,106,4.6,-11,0,2.1,16,2
CCCCn1nc2cc(C(=O)NCc3ccccc3OC)ccc2c1OCC,-9,-5,101,-0.9,1,9,-2.2,35,0

# Source: PubChem BioAssay
